Wnt bcat act: Wnt/beta-catenin pathway activation. activation, % at 9.35 µM. hit rate 1.2% among 300,000. AID 743398. Wnt/beta-catenin reporter cell assay, activator, plate reader; in the data active = activation above about 30%, passing the limit was not always enough;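 also: 0% = neutral control wells and 100% = positive control wells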
SR-BI DiI inh: blocks mouse SR-BI lipid uptake from DiI-HDL; ldlA[mSR-BI] CHO cells, DiI-HDL uptake fluorescence, 3 h; inhibition, % at 12.5 µM; hit rate 0.96% among 320,000;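 active = mean replicate inhibition of at least 70% and a set share of replicates each scoring 70 or more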;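 also: 0% = median of neutral control wells and 100% = median of positive control wells; values of inactives mirror those of a sister screen read the other way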
Target sequence (Q61009 whole entry, looked up): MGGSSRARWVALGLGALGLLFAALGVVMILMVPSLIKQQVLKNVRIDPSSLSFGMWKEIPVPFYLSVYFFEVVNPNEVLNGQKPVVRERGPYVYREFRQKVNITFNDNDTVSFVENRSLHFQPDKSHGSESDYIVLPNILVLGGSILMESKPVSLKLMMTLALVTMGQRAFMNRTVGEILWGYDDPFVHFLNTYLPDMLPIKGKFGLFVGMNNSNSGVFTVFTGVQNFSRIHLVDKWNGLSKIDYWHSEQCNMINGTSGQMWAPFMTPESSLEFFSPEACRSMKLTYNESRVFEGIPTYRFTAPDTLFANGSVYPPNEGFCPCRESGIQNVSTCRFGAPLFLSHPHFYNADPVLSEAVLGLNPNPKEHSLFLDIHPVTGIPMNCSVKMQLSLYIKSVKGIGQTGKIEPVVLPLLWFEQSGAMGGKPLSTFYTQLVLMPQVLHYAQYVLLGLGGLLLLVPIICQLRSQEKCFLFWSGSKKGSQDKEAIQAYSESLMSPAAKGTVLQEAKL
Tat export inh: blocks Tat-dependent protein export in E. coli; E. coli MC4100 TorA-mCherry Tat export, fluorescence; inhibition, % at 10 µM; hit rate 0.036% among 340,000;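 active = mean replicate inhibition at least 50% and at least half of replicates individually reaching 50%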;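 also: exported cargo escapes ClpAP degradation while cytoplasmic cargo is degraded and loses fluorescence; 0% = median of neutral control wells and 100% = median of NaSCN control wells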
MITF TRPM1 HTS: MITF TRPM1 promoter activation in melanoma cells; SK-MEL-5 TRPM1-promoter luciferase, 24 h; % of positive control, neutral wells = 0; activation, % at 12.5 µM; hit rate 0.75% among 300,000;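 active = mean activation of at least 80% with every replicate also reaching 80%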;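 also: 0% = neutral control wells and 100% = parthenolide positive control wells; values of inactives mirror those of a sister screen read the other way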
AddAB inh: less growth of phage-infected E. coli with AddAB | E. coli expressing H. pylori AddAB, absorbance growth | inhibition, % at 11.9 µM | hit rate 0.29% among 330,000; in the data active = inhibition above about 12%;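 also: 0% = vehicle wells of infected cells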
CAL PDZ FP-1: inhibitors of human CAL PDZ peptide binding. hit rate 0.02% among 330,000. Q9HD26. inhibition, % at 20 µM. purified CAL PDZ, TMR-peptide fluorescence polarization, 1 h. AID 504414;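 active = highest replicate inhibition of at least 40%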;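 also: plate controls were DMSO neutral control wells for no effect and unlabeled competitor peptide control wells for full effect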
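Control set: unlabelled peptide and DMSO controls / Material: purified CerCALP PDZ construct / Timing: 1 h incubation at room temperature before polarization reading / Doses: 20 µM, one dose / Detection: fluorescence polarization (mP)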
CAL PDZ FP-2: CAL PDZ (human) peptide binding inhibition; Q9HD26; purified CAL PDZ, TMR-peptide fluorescence polarization, 1 h; inhibition, % at 24.9 µM; hit rate 0.92% among 300,000; AID 602252;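 active = mean inhibition of at least 30% with at least half of replicates also reaching 30%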;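 also: 0% = DMSO neutral control and 100% = excess unlabeled competitor peptide PRC23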
phage Ecoli inh: E. coli growth loss with phage present | growth absorbance | AID 651602 | hit rate 0.26% among 360,000 | inhibition, % at 11.9 µM; in the data active = inhibition above about 11%
E coli growth: reduces bacterial viability in AddAB counter-screen. hit rate 0.27% among 330,000. E. coli V3065 growth, OD600 absorbance, 18 h. inhibition, % at 11.9 µM;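 active = inhibition above the campaign's mean inhibition across all tested compounds plus 3 SD, cut at about 9.9% in these data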;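 also: uninfected addAB+ strain grown without phage in ampicillin broth; 0% = DMSO wells and 100% = ciprofloxacin 0.95 µg/ml wells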
SR-BI uptake up: enhances SR-BI lipid uptake from DiI-HDL; activation, % at 12.5 µM; CHO ldlA[mSR-BI] cells, DiI-HDL uptake fluorescence, 3 h; 100 = double the neutral-control signal; hit rate 0.096% among 320,000;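 active = mean replicate activation of at least 60% and every replicate at or above 60%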;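 also: 0% = median plate neutral-control signal and 100% = twice that signal; values of inactives mirror those of a sister screen read the other way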
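material = CHO ldlA[mSR-BI] cells | medium = Ham's F12 with 0.5% BSA, HEPES 25 mM, pH 7.4 | reagent = fluorescent DiI-HDL, 10 µg/mL final | compound dosing = single-point compound dose | incubation = 3 h, 37 °C | measured by = bottom-read fluorescence, 550/595 nm | measure = HDL uptake via cellular fluorescence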
Numbers without * were called inactive; x = no result given.

Order of results – Wnt bcat act	SR-BI DiI inh	Tat export inh	MITF TRPM1 HTS	AddAB inh	CAL PDZ FP-1	CAL PDZ FP-2	phage Ecoli inh	E coli growth	SR-BI uptake up
O=C(COc1ccccc1Br)N1CCN(C(=O)c2ccco2)CC1
 : -1.5	-6.5	-8.4	-4.0	1.6	-1.9	-9.4	2.3	3.2	6.5
CC1(C)C(=O)C2(CCCC2)C(=O)OC1c1ccco1 (stereo not drawn)
 : 0.2	-20.0	0.7	-2.9	2.4	0.6	5.8	1.3	0.0	20.0
Cc1ccc(S(=O)(=O)C(C#N)c2nc3ccccc3nc2N2CC(C)OC(C)C2)cc1C (stereo not drawn)
 : -1.3	8.4	7.0	-6.3	-2.3	-0.8	x	2.3	2.1	-8.4
CCC(C(=O)OCCOCCN(CC)CC)c1ccccc1 (stereo not drawn)
 : -3.9	x	x	x	-1.5	x	x	0.0	-0.3	x
COCCN(C(=O)c1ccccc1)c1nc(-c2ccc(OC)cc2)cs1
 : 0.8	x	-10.9	33.4	2.2	-0.9	x	0.8	2.4	x
CCC(C)(C)NC(=O)C(c1ccc(F)cc1)N(Cc1ccco1)C(=O)c1snc(C(N)=O)c1N (stereo not drawn)
 : x	-20.4	-2.0	2.5	-1.3	-1.7	-5.0	-0.2	-1.1	20.4
Cc1c(Cl)cccc1NC(=O)CSc1nncn1-c1ccccn1
 : -1.2	x	-2.5	1.6	0.9	-1.3	x	-3.1	-1.1	x
COc1ccc(NC(=O)c2cc(-c3ccncc3)nc3ccc(Br)cc23)cc1OC
 : -2.4	83.2*	2.6	-49.8	-2.2	-4.2	1.7	-2.0	0.0	-83.2
CC(/C=N/N1CCN(c2ccccc2)CC1)=C\c1ccco1
 : 20.7	-13.6	-8.1	61.0	-0.3	-0.2	-2.6	-0.4	-0.4	13.6
CCN1C(=O)[C@H]2[C@@H](c3ccc(C)cc3)N3C(=O)N(c4cccc(Cl)c4)C(=O)[C@@]3(C)[C@H]2C1=O
 : -0.6	-9.5	-4.7	-2.7	2.7	0.4	3.5	1.4	0.5	9.5
CCOc1cc(/C=C(/C#N)C(=O)Nc2ccc(OC)cc2)ccc1OCc1ccc(C(=O)O)cc1
 : -0.6	10.6	5.6	x	-1.8	-0.6	-0.8	0.7	-0.8	-10.6
COc1ccc(S(=O)(=O)n2nc(OC(=O)c3cccs3)cc2NC(=O)c2cccs2)cc1
 : -4.0	-9.8	-0.2	-5.8	-2.1	-0.3	0.0	0.3	0.4	9.8
O=C(c1cccs1)n1nc(-c2ccccc2)nc1NCc1ccco1
 : 25.1	5.5	-2.5	x	3.4	-1.2	-0.8	2.8	-0.9	-5.5
CCCCn1cnc2c([nH]c3ccccc32)c1=O
 : x	-4.7	-2.7	5.1	-1.0	-0.6	-3.0	1.3	0.7	4.7
COC(=O)c1cnc2ccccc2n1
 : -2.1	-23.6	5.8	-8.6	4.3	-3.0	-1.1	0.9	0.6	23.6
O=C(Cc1ccc(Br)cc1)Nc1ccccc1Cl
 : 1.7	-19.6	-1.4	6.9	1.4	0.5	-1.6	1.5	-0.9	19.6
COc1ccc(/C=C/C(=O)N2CCC(c3ccccc3)C2)cc1 (stereo not drawn)
 : -1.7	-13.0	-0.8	11.6	1.2	-2.5	-0.3	-1.5	-1.1	13.0
Cc1noc(NS(=O)(=O)c2ccc(N3CC(O)=C(c4ccccc4)C3=N)cc2)c1C
 : x	-18.0	-0.6	-13.7	1.2	0.1	-4.0	2.8	-0.8	18.0
COc1ccc2c(c1)c1nnc(SCC(=O)NC3CC3)nc1n2C
 : -0.1	12.6	2.4	-4.4	3.5	-2.6	0.9	-1.1	-1.9	-12.6
CC(C)(C)c1ccc(-n2ncc3c2CCCC3NC(=O)C2(C(N)=O)CC2)cc1 (stereo not drawn)
 : 3.7	-0.4	1.0	-8.8	2.2	-1.7	1.0	-0.6	0.3	0.4
Cc1ccc(NC(=O)CSc2ccc(Br)cc2)cc1S(=O)(=O)N1CCOCC1
 : -0.3	39.2	-0.1	-2.3	-0.2	-1.8	1.5	1.6	-0.7	-39.2
O=C(Cc1n[nH]c(=O)[nH]c1=O)N/N=C/CCc1ccccc1
 : 3.0	-18.8	5.5	-3.3	0.5	-1.2	-1.3	0.5	1.3	18.8
Cc1nn(-c2ccccc2)c2c1C(c1ccccc1)C(C#N)=C(N)O2 (stereo not drawn)
 : x	-7.2	3.8	-19.0	-0.6	-0.2	-1.4	1.1	-2.6	7.2
Cc1onc(-c2c(F)cccc2Cl)c1C(=O)NC(=S)NC1CCSC1=O (stereo not drawn)
 : x	-19.5	-0.2	-9.9	2.5	-0.1	-8.7	0.8	2.9	19.5
CC(Oc1ccccc1)C(=O)N1CCN=C1SCc1ccc(F)cc1 (stereo not drawn)
 : 2.4	x	0.1	1.7	-2.2	-1.3	x	1.7	-0.6	x
OC1(c2cccs2)CN(c2ccc(Cl)cc2)C2=[N+]1CCCS2 (stereo not drawn)
 : -1.4	-27.3	-1.0	1.9	2.0	-2.2	-4.5	-0.1	-0.4	27.3
COC(=O)c1cc(S(=O)(=O)N2CCC(C(N)=O)CC2)oc1C
 : -2.3	-7.8	-14.5	-1.8	-2.1	0.0	5.9	-4.0	-1.1	7.8
Clc1cccc(-c2csc(Nc3cccnc3)n2)c1
 : -1.9	9.4	-3.5	14.1	0.9	-1.0	-7.3	0.9	-0.7	-9.4
CS(=O)(=O)N1CCN(C(=O)c2ccc(Br)s2)CC1
 : -3.8	-9.6	-1.9	-11.7	1.5	0.6	-1.7	2.2	0.7	9.6
Cc1cccc(NC(=O)c2nc(-c3ccccc3)n(-c3ccccc3)n2)c1C
 : x	43.8	0.1	7.7	0.4	x	-5.6	1.3	0.2	-43.8
COc1cccc(C2C(C(=O)OCc3ccccc3)=C(C)Nc3ncnn32)c1OC (stereo not drawn)
 : 2.9	6.8	0.1	x	10.2	-0.5	x	1.2	3.8	-6.8
Cn1nc(-c2ccccc2)cc1NS(=O)(=O)c1ccc(C#N)cc1
 : -1.3	-7.6	7.0	x	2.0	-0.9	-1.9	-2.5	-0.4	7.6
O=C(Cc1ccc(NC(=O)C2CCN(C(=O)C3CCC3)CC2)cc1)Nc1cccc(C(=O)N2CCCCC2)c1
 : -1.3	19.2	2.1	-3.1	x	-0.8	0.1	0.6	x	-19.2
CCc1nc2ccccc2[nH]1
 : 0.8	-16.7	-4.9	-10.0	1.2	-1.2	2.5	2.5	1.6	16.7
CCCCNC(=O)Nc1nnc(C(C)(C)C)s1
 : -3.6	-29.7	-1.2	8.3	2.4	-1.2	5.5	1.6	2.5	29.7
CCCc1nnc(NC(=O)CN2C(=O)c3ccccc3C2=O)s1
 : x	-11.2	3.5	-8.5	1.4	-0.8	-1.3	0.9	-1.6	11.2
CCn1ncc(Br)c1C(=O)Nc1ccc(C(=O)OC(C)C)cc1
 : 2.6	56.5	18.2	3.6	2.6	-0.9	-9.0	-1.6	1.4	-56.5
O=C(Cn1cnc2c(oc3ccccc32)c1=O)NCCc1ccccc1
 : x	14.0	-11.3	-10.2	0.6	-2.4	1.3	0.1	-0.4	-14.0
Brc1ccc(CSc2nnc(Cc3c[nH]c4ccccc34)o2)cc1
 : x	-13.9	9.6	3.2	2.2	-2.8	x	2.9	2.1	13.9
Cc1nn(C(=O)C(C)N2C(=O)c3ccccc3C2=O)c(C)c1Br (stereo not drawn)
 : x	8.0	1.7	-0.1	x	-0.7	-2.6	-0.7	x	-8.0

Among those listed so far, 2 contain a tert-butyl group:
Order of results – Wnt bcat act	SR-BI DiI inh	Tat export inh	MITF TRPM1 HTS	AddAB inh	CAL PDZ FP-1	CAL PDZ FP-2	phage Ecoli inh	E coli growth	SR-BI uptake up
CC(C)(C)c1ccc(-n2ncc3c2CCCC3NC(=O)C2(C(N)=O)CC2)cc1 (stereo not drawn)
 : 3.7	-0.4	1.0	-8.8	2.2	-1.7	1.0	-0.6	0.3	0.4
CCCCNC(=O)Nc1nnc(C(C)(C)C)s1
 : -3.6	-29.7	-1.2	8.3	2.4	-1.2	5.5	1.6	2.5	29.7

Later entries.
Order of results – Wnt bcat act	SR-BI DiI inh	Tat export inh	MITF TRPM1 HTS	AddAB inh	CAL PDZ FP-1	CAL PDZ FP-2	phage Ecoli inh	E coli growth	SR-BI uptake up
NNC(=O)CSc1c(-c2cccs2)[nH]c2ccccc12
 : x	-1.3	4.9	-14.3	2.1	0.2	-4.2	-0.3	2.7	1.3
O=C(NCCN1CCN(C(=O)c2cccs2)CC1)C(=O)Nc1ccc(Br)cc1
 : x	25.2	5.3	-11.2	0.2	x	-3.6	2.7	-2.1	-25.2
O=[N+]([O-])c1ccc(Sc2ccccn2)nc1
 : 0.3	0.0	9.2	-13.7	-2.3	-0.4	-2.5	0.7	0.4	0.0
CC(=O)Nc1ccc(S(=O)(=O)NCC(=O)OCC(=O)NNC(=O)c2ccccc2)cc1
 : 0.4	-4.1	-0.6	2.8	1.9	-2.3	x	0.5	-0.8	4.1
O=C(Nc1c(F)cc(F)cc1Br)c1cc2nc(C(F)F)cc(C(F)F)n2n1
 : x	47.0	1.4	0.1	1.6	0.7	-0.9	-0.6	-0.7	-47.0
COc1ccc(S(=O)(=O)Nc2cccc3c2O[C@H](CN(C)C(=O)Nc2ccc(C(F)(F)F)cc2)[C@@H](C)CN([C@H](C)CO)C3=O)cc1
 : -2.8	19.0	-12.0	-1.4	-1.2	-1.3	3.1	-0.2	-1.1	-19.0
CCOC(=O)C1CCCN(C(=O)C2CCCN(S(C)(=O)=O)C2)C1 (stereo not drawn)
 : -3.7	5.5	1.5	0.7	-0.4	-1.1	-2.2	1.6	-2.3	-5.5
Cc1[nH]c2ccccc2c1C(=O)C(=O)NCc1ccncc1
 : -0.8	-7.2	0.3	x	-2.3	-1.9	0.8	4.2	-2.3	7.2
COc1cccc(C2=NOC(C(=O)N3CCc4ccccc4C3)C2)c1 (stereo not drawn)
 : 1.2	16.8	2.3	-2.4	5.1	-0.5	x	3.3	-1.6	-16.8

Screening results from PubChem.
